HTR5A inv ag: inverse agonist of human HTR5A in OPRM1-OPRD1 counter-screen. P47898. HTR5A cell line, luminescence, inverse agonism. inhibition, % at 9.3 µM. actives 0.083% (n = 340,000); in the data active means inhibition mostly above about 23%, no sharp cut-off; inactive means mostly below about 18%;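 further: 0% = cells with DMSO and 100% = no-cell wells with DMSO; some compounds called inactive have numbers as strong as hits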
Target sequence (P47898 whole entry, looked up): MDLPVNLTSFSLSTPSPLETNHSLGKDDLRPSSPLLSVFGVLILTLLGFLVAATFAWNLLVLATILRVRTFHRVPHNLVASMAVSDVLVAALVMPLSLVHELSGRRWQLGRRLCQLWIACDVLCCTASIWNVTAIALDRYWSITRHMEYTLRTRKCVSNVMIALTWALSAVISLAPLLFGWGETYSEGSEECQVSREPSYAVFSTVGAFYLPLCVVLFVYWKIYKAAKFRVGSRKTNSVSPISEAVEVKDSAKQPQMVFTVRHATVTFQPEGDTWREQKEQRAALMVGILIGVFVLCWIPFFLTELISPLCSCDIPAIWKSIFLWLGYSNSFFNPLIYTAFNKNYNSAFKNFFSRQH
NSD2 inh: inhibitors of human histone methyltransferase NSD2; O96028; NSD2 peptide methylation, AlphaScreen, 120 min; inhibition, % at 12.5 µM; actives 0.54% (n = 310,000); AID 743445; in the data active means inhibition above about 50%
SR-BI DiI inh: mouse SR-BI HDL lipid transfer inhibition. ldlA[mSR-BI] CHO cells, DiI-HDL uptake fluorescence, 3 h. inhibition, % at 12.5 µM. actives 0.96% (n = 320,000);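 active means mean replicate inhibition of at least 70% and a set share of replicates each scoring 70 or more; inconclusive means meets just one of the two criteria; inactive means fails both criteria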;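 further: 0% = median of neutral control wells and 100% = median of positive control wells; values of inactives mirror those of a sister screen read the other way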
Target sequence (Q61009 whole entry, looked up): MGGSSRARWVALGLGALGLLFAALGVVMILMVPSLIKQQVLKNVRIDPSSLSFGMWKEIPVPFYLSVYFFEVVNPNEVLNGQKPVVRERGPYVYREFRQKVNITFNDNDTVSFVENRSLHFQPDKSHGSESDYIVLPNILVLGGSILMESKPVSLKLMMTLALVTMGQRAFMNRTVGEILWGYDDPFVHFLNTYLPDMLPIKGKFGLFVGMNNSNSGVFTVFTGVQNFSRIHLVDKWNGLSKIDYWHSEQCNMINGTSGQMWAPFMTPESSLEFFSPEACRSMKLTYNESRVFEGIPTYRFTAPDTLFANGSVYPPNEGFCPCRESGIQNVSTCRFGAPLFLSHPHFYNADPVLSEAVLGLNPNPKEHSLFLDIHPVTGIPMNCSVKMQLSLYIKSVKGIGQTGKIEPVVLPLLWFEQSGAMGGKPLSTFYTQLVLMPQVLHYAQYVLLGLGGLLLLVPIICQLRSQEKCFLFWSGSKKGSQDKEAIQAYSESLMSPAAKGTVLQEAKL
HTR5A ag ctr: counter-screen for OPRM1-OPRD1 agonists: human HTR5A agonism | actives 0.61% (n = 340,000) | AID 504692 | P47898 | activation, % at 9.3 µM | HTR5A agonist assay, luminescence, cell-based; in the data active means activation mostly above about 9.5%, no sharp cut-off; inactive means mostly below about 7.6%;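 further: 0% = cells with vehicle only and 100% = reference agonist; strong numbers were not always called active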
CDK5 inh: CDK5/p35 (human) kinase inhibition | Q00535+Q15078 | Recombinant CDK5/p35, ADP-Glo luminescence, 60 min | inhibition, % at 10 µM | actives 0.01% (n = 330,000) | AID 488839;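 active means highest replicate inhibition of at least 50% and at least 75% of replicates reaching 50%; inconclusive means only one of the two criteria met; inactive means both criteria failed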;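 further: plate controls were DMSO neutral control for no effect and GW8510 at 10 µM for full effect; many of its hits are not listed in these tables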
Wnt bcat act: Wnt/beta-catenin pathway activation | Wnt/beta-catenin reporter cell assay, activator, plate reader | activation, % at 9.35 µM | actives 1.2% (n = 300,000); in the data active means activation above about 30%, passing the limit was not always enough; inconclusive means no clear call, values can overlap the other calls;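 further: 0% = neutral control wells and 100% = positive control wells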
PvdQ inh: blocks Pseudomonas aeruginosa PvdQ acylase activity | purified PvdQ acylase, fluorescence plate reader | inhibition, % at 10 µM | actives 0.063% (n = 340,000) | AID 488965; in the data active means inhibition above about 30%, passing the limit was not always enough; inconclusive means no clear call, values can overlap the other calls;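 further: 0% = vehicle neutral wells and 100% = reference inhibitor wells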
MITF act: MITF TRPM1 promoter activation in melanoma cells; activation, % at 12.5 µM; actives 0.75% (n = 300,000); SK-MEL-5 TRPM1-promoter luciferase, 24 h; % of positive control, neutral wells = 0; AID 588334;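 active means mean activation of at least 80% with every replicate also reaching 80%; inconclusive means mean reaches 80% but some replicate falls short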;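 further: 0% = neutral control wells and 100% = parthenolide positive control wells; values of inactives mirror those of a sister screen read the other way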
dFosB act: mouse delta FosB homodimer activation. actives 0.99% (n = 340,000). activation, % at 25 µM. purified delta FosB, TAMRA-CDK5 oligo fluorescence polarization; percent of positive-control signal above neutral wells. P13346. AID 493131;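 active means mean activation above about 17%, with every replicate also reaching it, limit read from the data, passing the limit was not always enough; inconclusive means only one of the two conditions met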;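 further: fluorescence polarization rise as delta FosB binds a TAMRA Cdk5 AP-1 oligo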
V-ATPase pH: regulators of yeast V-ATPase proton transport; response, % at 10 µM; S. cerevisiae, pHLuorin cytosolic pH fluorescence; actives 0.37% (n = 350,000); in the data active means response mostly above about 7.3%, no sharp cut-off; inactive means mostly below about 5.4%; further: actives read high; inactives centre near 0; some compounds called inactive have numbers as strong as hits; reference of the scale not given here
* marks the source's active call; other numbers are inactive results; u = inconclusive; x = not tested or not shown.

Value order: HTR5A inv ag	NSD2 inh	SR-BI DiI inh	HTR5A ag ctr	CDK5 inh	Wnt bcat act	PvdQ inh	MITF act	dFosB act	V-ATPase pH
Cc1ccc(NC(=O)c2ccc(OCC3CCCO3)cc2)nc1 (centres undefined)
    -23	-2	-13	-8	-0.3	2	-6	u	4	-5
O=c1[nH]c(C2CCN(S(=O)(=O)c3ccccc3)CC2)nc2c1nnn2Cc1ccccc1
    35	x	-20	-3	-1.1	-1	-9	-2	-21	-1
C=CCn1c(=O)c2c(nc3n2CC(C)CN3c2cccc(OC)c2)n(C)c1=O (centres undefined)
    29	x	-18	-10	-1.8	0	-13	-17	0	-3
COc1cccc(CNC23CC4CC(CC(C4)C2)C3)c1OCc1ccccc1
    5	0	x	9	-3.5	-6	3	-4	8	-1
CC(NC(=O)COc1ccc(/C=N/NC(=O)C(=O)Nc2ccccc2Br)cc1)c1ccccc1 (centres undefined)
    10	6	61	-4	2.3	0	-10	3	-3	-2
O=C(NCCS(=O)(=O)c1ccc(Br)cc1)c1ccc(Cl)cc1Cl
    12	0	-9	-4	-2.2	0	0	0	0	-6
COc1ccc(CNC(=O)CC2C[C@H](C(=O)N3CCOCC3)[C@@]3(C)c4[nH]c5ccccc5c4CCN3C2=O)cc1OC (some centres undefined)
    9	x	-13	-2	-3.2	-1	0	1	-6	0
CCC(=O)Nc1nonc1-c1nc2ccccc2n1Cc1ccccc1
    10	-1	-14	0	-1.1	x	3	-7	0	0
CCNS(=O)(=O)c1ccc(CCC(=O)Nc2ccccc2)cc1
    -14	1	8	2	-0.5	0	-10	13	-8	0
C=CCSc1nnc(-c2cccnc2)o1
    4	x	-11	-1	0.1	-3	2	25	5	3
Cc1ccc2nc(C)cc(C(=O)OCC(=O)c3ccc(Cl)c([N+](=O)[O-])c3)c2c1
    41*	x	-2	-9	0.9	-1	-4	7	-8	-3
O=C(Cc1cccs1)N/N=C/C(Br)=C/c1ccccc1
    -18	-1	24	0	-0.4	x	-2	107*	u	4
CC(=O)NC(c1cccs1)c1cc(Cl)c2ccccc2c1O (centres undefined)
    -2	x	23	1	0.0	4	-7	-8	-15	2
CC(=O)N1CCN(C(=O)CNC(=O)c2cccs2)CC1
    -3	-3	-7	1	0.3	0	-1	11	-3	3
COc1ccc(N2CCN(CCCNC(=O)c3ccc(CS(=O)(=O)c4ccc(OC)cc4)o3)CC2)cc1
    -48	7	8	1	x	0	-9	-18	-5	0
CCCCCn1c(=O)[nH]c2cc(C(=O)NC3CCN(Cc4ccccc4)CC3)ccc2c1=O
    17	5	x	5	3.8	2	6	-8	-2	8
COC(=O)CSc1nc2ccc(C)cc2[nH]1
    0	-1	27	0	1.7	x	15	-5	-4	-1
O=C1NCCOC(=O)[C@H](Cc2ccc(F)cc2)CC/C=C/C[C@H]1CC(=O)N(CCO)Cc1ccccc1
    4	x	-6	0	-2.3	2	1	-7	2	1
CCCCc1c(C)nc2c(OC)cccc2c1SCC(=O)O
    -6	-2	x	2	-0.5	1	-16	6	0	-1
Cc1ccc(C(=O)OCC(=O)Nc2c(C)n(C)n(-c3ccccc3)c2=O)cc1[N+](=O)[O-]
    -1	-2	-7	1	0.3	-2	-14	1	-1	3
Cc1nnc(SCC(=O)Nn2cnnc2)s1
    -26	x	-36	6	0.7	x	-8	-7	-2	-5
CC(C)Oc1ccc(C(=O)Nc2ccc(N3CCN(C(=O)c4ccco4)CC3)cc2)cc1
    -7	6	74*	3	1.4	-8	8	0	-8	-4
OC(c1nc2ccccc2[nH]1)C(O)c1nc2ccccc2[nH]1 (centres undefined)
    31	-1	-3	-1	-0.3	1	-3	-8	-9	-4
CCCSc1nnc(C(C)C)n1N
    14	-1	-24	-6	-1.4	-3	-13	6	6	0
COc1ccc(NC(=O)CCc2nnc3ccc(N4CCN(c5cccc(OC)c5)CC4)nn23)cc1
    3	27	-2	4	2.2	-2	5	5	-13	8
CN(CC(=O)Nc1ccc(F)cc1)C(=O)COc1ccc([N+](=O)[O-])cc1Cl
    6	1	-3	-2	-1.7	-1	-8	-1	-15	-4
COC(=O)[C@]1(C)N[C@H](CN(C)S(=O)(=O)c2ccc(-c3ccccc3)cc2)[C@@H]2C(=O)N(C)C(=O)[C@@H]21
    10	x	-27	-3	3.5	-1	-6	5	-11	-2
Cn1c(Cn2c(=O)sc3ccccc32)nnc1SCC(=O)N1CCOCC1
    8	x	-6	-3	-1.3	1	-14	7	-5	2
CCN(CC(=O)Nc1ccc(NC(C)=O)cc1)C(=O)c1ccc2c(c1)S(=O)(=O)N=C1CCCCCN12
    -1	13	-27	1	0.2	3	-8	-2	-6	3
NCCNC[C@@H]1COC2(CCCCCCCCCCC2)O1
    x	1	1	x	0.7	-3	-2	x	12	0
CN(C)c1ccc(N2C(=NC(=O)CCc3ccccc3)SC3CS(=O)(=O)CC32)cc1 (centres undefined)
    -45	23	-8	-3	-0.3	-1	-1	11	-17	-7
Cc1oc(-c2ccccc2F)nc1CS(=O)(=O)CC(=O)NCCCN1CCN(C)CC1
    -5	1	-8	1	-0.9	-1	-8	-11	-11	-2
C/C(=N\NC(=S)Nc1cccc(C)c1)c1ccccc1
    -10	x	21	0	0.1	2	-9	32	-10	5
Cc1sc2c(c1C)c(=O)n(-c1ccccc1)c(=O)n2CC(=O)NCC1CCCO1 (centres undefined)
    -15	-30	x	0	1.1	-2	-11	-4	-7	-1
COc1ccc(O)c(C(=O)c2cc(C#N)c(=O)n(CC3CCCO3)c2)c1 (centres undefined)
    -12	1	32	5	0.6	4	-1	-2	4	4
N=c1c(C(=O)NCC2CCCO2)cc2c(=O)n3ccccc3nc2n1Cc1ccc(F)cc1 (centres undefined)
    14	-4	6	-4	0.3	0	-36	3	-2	-73
Cc1noc(C)c1NC(=O)Nc1ccc2c(c1)C(=O)N([C@H](C)CO)C[C@H](C)[C@@H](CN(C)C(=O)NC1CCCCC1)O2
    -16	x	-6	3	0.4	-1	2	0	-3	4
CCN(CC)c1ccc(C(=O)N/N=C(\C)c2ccc(OC)c(OC)c2)cc1
    -1	19	7	0	-0.1	x	-11	3	-5	-3
N#CCCN1CCN(S(=O)(=O)c2ccc(S(=O)(=O)N3CCCC3)cc2)CC1
    3	x	-2	-1	1.1	1	-8	3	1	1
CCC(=O)N(Cc1cc2c(C)ccc(C)c2[nH]c1=O)C1CCCCC1
    -6	-2	-1	0	-0.9	x	-3	7	-7	0
CC1CCCN(CCCNC(=O)c2ccc(NC(=O)C3=CSCCO3)cc2)C1 (centres undefined)
    4	1	7	-1	1.4	0	-5	x	-1	-2
Cc1cc(COc2ccccc2O)on1
    2	-2	-7	-1	1.2	0	-15	7	3	1
COC(=O)c1nn(-c2ccc(OC)cc2)c(=O)cc1NN
    -6	1	7	2	1.0	-3	-12	-6	7	4
O=C(NCc1ccncc1)c1cc(S(=O)(=O)N2CCOCC2)c(Cl)cc1Cl
    11	-1	8	6	-0.2	-3	1	14	1	-5
CCC1=Nc2cc(C(=O)NCCN3CCOCC3)ccc2Sc2ccc(Br)cc21
    -11	7	7	0	-0.9	-4	-10	12	-4	-2
CN(Cc1ccccc1)C1(CNC(=O)CCC(F)(F)F)Cc2ccccc2C1
    -1	-1	6	-1	0.4	0	-9	2	-3	-1
CN(c1ccccc1)S(=O)(=O)c1ccc(Cl)c(C(=O)OCC(=O)N2CCOCC2)c1
    2	-1	29	-1	-0.3	-1	-10	10	-6	-2
CCOc1ccc(N2C(=O)c3cccnc3C2Nc2ccc(C)c(C)c2)cc1 (centres undefined)
    2	0	9	-1	-0.7	-2	-14	x	-13	0
CCOc1ccc(S(=O)(=O)N(CC)CC)cc1N
    -13	-3	0	5	-0.3	0	1	7	0	-4
Cc1ccc(C)c(SCC(=O)OCC(=O)N2CC(C)OC(C)C2)c1 (centres undefined)
    11	-5	5	4	0.5	0	-5	10	-2	2

(next part)
Value order: HTR5A inv ag	NSD2 inh	SR-BI DiI inh	HTR5A ag ctr	CDK5 inh	Wnt bcat act	PvdQ inh	MITF act	dFosB act	V-ATPase pH
COCCCNC(=O)COc1ccc(-c2nccc(-c3ccccn3)n2)cc1
    -27	-2	23	11	-0.7	-4	-6	-7	-28	6
O=C1CC(N2CCN(Cc3ccc4c(c3)OCO4)CC2)C(=O)N1CCc1ccccc1 (centres undefined)
    -6	0	-13	2	1.0	x	-10	-12	-2	5
COc1cc(C(=O)NCC(=O)NNC(=O)C2COc3ccccc3O2)cc(OC)c1OC (centres undefined)
    21	1	-10	-4	-2.1	3	-9	x	-3	2
COc1ccccc1CC(=O)N(CCC1=CCCCC1)c1c(N)n(Cc2ccccc2)c(=O)[nH]c1=O
    -6	-1	11	3	-0.6	-3	-15	-2	-10	1
CC(C)n1cnnc1SCC(=O)Nc1ccc(Br)cc1F
    -15	1	-20	5	-6.4	1	-18	-9	-2	-1
O=C(Cc1ccccc1)Nn1c(O)c(/C=C2\C=Nc3ccccc32)sc1=S
    -16	-1	6	5	-2.0	x	-2	-7	16	-4
O=C(Nc1nnc(-c2cccs2)o1)c1cccc(F)c1
    -10	x	-16	4	0.6	-2	0	8	2	6
O=C(/C(=C/O)N=Nc1ccccc1)c1cccs1
    -1	0	7	0	1.1	-7	-5	7	-16	-2
Cn1nnc(NC(=S)NC(=O)c2cccs2)n1
    21	-1	-7	-9	-2.7	0	-5	-4	-3	3
Cc1nn(-c2ccccc2)c(C)c1C(=O)OCC(=O)NC12CC3CC(CC(C3)C1)C2
    -12	-2	12	0	2.9	0	-4	19	-13	-1
c1ccc(-c2nnsc2-c2ccccc2)cc1
    -15	44	20	4	1.5	1	-11	8	10	5
CC(C)(CNC(=O)c1ccc(S(=O)(=O)N2CCCC2)cc1)N1CCOCC1
    -13	-4	1	-1	0.5	-5	-7	0	-15	4
S=C(NCc1ccc(Cl)cc1)NC1CCN(Cc2ccccc2)CC1
    -4	-2	18	1	0.1	-2	-11	-8	-7	0
O=C(C1CCC(N2C(=O)C3CC=CCC3C2=O)CC1)N1CCCCC1 (centres undefined)
    -6	-2	-4	1	-0.6	-3	3	-5	-3	5
Cc1ccc(CSCc2ccc(C(=O)O)o2)cc1
    -12	-2	-18	3	-0.2	0	11	-9	4	-1
CC1CCCN(c2c([N+](=O)[O-])c(=O)oc3ccccc23)C1 (centres undefined)
    -12	4	-19	4	0.5	-2	-5	-28	2	1
Cc1cc(Sc2nc(NC(C)(C)C)nc(N3CCOCC3)n2)nc(Cl)n1
    16	-1	35	-4	0.7	6	-12	3	0	5
CCOC(=O)N1CCN(S(=O)(=O)c2ccc(Br)cc2)CC1
    -20	-1	x	7	-0.5	0	-18	-2	-5	1
Cc1ccc(/C=N/Nc2cn[nH]c(=O)n2)o1
    -3	2	-1	4	1.6	16	-11	-5	5	-2
Cc1ccccc1C(=O)N1CCC(C(=O)N(C)CC(=O)Nc2cccc(F)c2)CC1
    2	13	-11	2	1.3	0	-16	10	-7	-5
Cc1oc(-c2ccccc2)nc1CS(=O)CC(=O)NC1CCCCCC1 (centres undefined)
    -8	1	-30	-3	0.1	-1	5	1	-1	-4

From PubChem BioAssay
